HTR5A ag: activates human HTR5A in OPRM1-OPRD1 agonist counter-screen | P47898 | HTR5A agonist assay, luminescence, cell-based | activation, % at 9.3 µM | 340,000 compounds, 0.61% hits | AID 504692; in the data active means activation mostly above about 9.5%, no sharp cut-off; inactive means mostly below about 7.6%;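 further: 0% = cells with vehicle only and 100% = reference agonist; strong numbers were not always called active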
Target sequence (P47898 whole entry, looked up): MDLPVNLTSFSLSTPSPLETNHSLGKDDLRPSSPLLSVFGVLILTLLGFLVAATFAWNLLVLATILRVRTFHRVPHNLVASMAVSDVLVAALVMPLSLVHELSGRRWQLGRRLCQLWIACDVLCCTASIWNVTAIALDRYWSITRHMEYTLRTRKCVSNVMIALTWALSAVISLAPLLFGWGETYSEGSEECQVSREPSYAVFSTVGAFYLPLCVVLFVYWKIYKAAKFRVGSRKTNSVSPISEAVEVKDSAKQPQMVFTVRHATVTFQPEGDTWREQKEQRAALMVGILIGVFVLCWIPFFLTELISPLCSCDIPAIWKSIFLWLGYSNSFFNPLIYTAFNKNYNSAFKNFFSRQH
Arrestin-AP2 inh: human beta-arrestin and AP2 interaction inhibition. AID 504490. FITC-arrestin peptide / GST-AP2 beads, flow cytometry; AP2 beta2 appendage carries R879A mutation. 340,000 compounds, 0.31% hits. inhibition, % at 10 µM;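 active means inhibition above a set limit, near 3 SD of compounds lacking own fluorescence, cut at about 54% in these data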;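 further: plate controls were DMSO wells for no effect and 5 µM unlabelled arrestin peptide for full effect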
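System: GST-AP2 R879A glutathione beads; medium: PBS, Tween 20 0.05%, BSA 0.1%; reagent: fluorescein-tagged arrestin peptide at 50 nM final; schedule: pre-incubation 12 min, peptide binding 1 h, room temperature; detection: flow cytometry, FL1 (488/535 nm); read-out: inhibition as reduced fluorescein signal on beads, percent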
MOR-DOR ag: OPRM1-OPRD1 heterodimerization agonism. P35372+P41143. activation, % at 9.3 µM. cells, luminescence. 340,000 compounds, 0.3% hits. AID 504326; in the data active means activation above about 18%;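 further: 0% = vehicle-treated cells and 100% = reference agonist; values of inactives mirror those of a sister screen read the other way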
PKA-R1A activ: PKA-R1A complex activation. activation, % at 11.4 µM. PKA-R1A dissociation, Cy5-IP20 fluorescence polarization; scaled: DMSO 0%, 113 µM cGMP 100%. 340,000 compounds, 0.083% hits;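 active means percent activation above the mean of all tested compounds plus 3 SD, cut at about 19% in these data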;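 further: higher means more PKAc released from R1A so a rise in polarization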
Pemphigus Ab inh: inhibitors of pemphigus antibody binding to human desmoglein-3; P32926; binding (percent of control), % at 10 µM; DSG3-coupled beads, scFv-anti-DSG3-GFP binding, flow cytometry; active compounds read low; 310,000 compounds, 0.48% hits;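 active means binding more than 3 SD below its plate's average and above zero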;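 further: hits lower antibody fragment binding to DSG3; some compounds called inactive have numbers as strong as hits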
MOR-DOR inv ag: inverse agonist of human OPRM1-OPRD1 heterodimerization. cell-based MOR-DOR heterodimer luminescence, inverse agonism. AID 504357. 340,000 compounds, 0.21% hits. inhibition, % at 9.3 µM. P35372+P41143; in the data active means inhibition above about 22%, passing the limit was not always enough;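 further: 0% = cells with DMSO and 100% = wells without cells with DMSO; values of inactives mirror those of a sister screen read the other way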
HTR5A inv ctr: counter-screen for OPRM1-OPRD1 inverse agonists: human HTR5A inverse agonism. AID 504634. inhibition, % at 9.3 µM. P47898. HTR5A cell line, luminescence. 340,000 compounds, 0.083% hits; in the data active means inhibition mostly above about 23%, no sharp cut-off; inactive means mostly below about 18%;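 further: 0% = cells with DMSO and 100% = no-cell wells with DMSO; some compounds called inactive have numbers as strong as hits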
V-ATPase pH: regulators of yeast V-ATPase proton transport. S. cerevisiae, pHLuorin cytosolic pH fluorescence. response, % at 10 µM. 350,000 compounds, 0.37% hits. AID 504577; in the data active means response mostly above about 7.3%, no sharp cut-off; inactive means mostly below about 5.4%; further: actives read high; inactives centre near 0; some compounds called inactive have numbers as strong as hits; reference of the scale not given here
DAGLB inh: diacylglycerol lipase beta (human) inhibition; 340,000 compounds, 0.059% hits; Q8NCG7; AID 504411; inhibition, % at 5.17 µM; HEK293T DAGLB membrane lysate, EnzChek fluorogenic substrate; in the data active means inhibition above about 34%;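 further: 0% = enzyme with vehicle and 100% = wells lacking enzyme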
PKA-R2B activ: PKA-R2B complex activation; P22694+P31323; PKA-R2B holoenzyme dissociation, Cy5-IP20 fluorescence polarization; R2B truncated from residue 108, S112A mutant; 0% DMSO only, 100% 113 µM cGMP; activation, % at 11.4 µM; 340,000 compounds, 0.079% hits; AID 504700;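 active means activation above a cutoff set at the mean over all compounds plus 3 SD, cut at about 18% in these data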;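 further: higher means more holoenzyme dissociation and a rise in polarization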
Target sequence (P31323 whole entry, looked up, other chains not shown, the tested form may be a part): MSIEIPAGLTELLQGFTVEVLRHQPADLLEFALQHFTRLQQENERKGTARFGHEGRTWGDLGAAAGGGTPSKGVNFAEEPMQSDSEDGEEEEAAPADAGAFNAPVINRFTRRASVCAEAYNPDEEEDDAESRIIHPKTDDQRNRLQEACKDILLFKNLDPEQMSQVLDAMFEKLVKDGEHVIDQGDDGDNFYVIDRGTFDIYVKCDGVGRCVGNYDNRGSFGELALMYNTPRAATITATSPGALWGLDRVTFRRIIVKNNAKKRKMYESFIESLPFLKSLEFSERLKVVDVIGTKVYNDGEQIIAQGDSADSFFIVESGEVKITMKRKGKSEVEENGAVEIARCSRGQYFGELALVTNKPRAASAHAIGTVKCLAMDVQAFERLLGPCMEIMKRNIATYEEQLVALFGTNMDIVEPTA
Numbers without * were called inactive; nt = no result given.

SMILES,HTR5A ag,Arrestin-AP2 inh,MOR-DOR ag,PKA-R1A activ,Pemphigus Ab inh,MOR-DOR inv ag,HTR5A inv ctr,V-ATPase pH,DAGLB inh,PKA-R2B activ
CC(C)(C)c1csc(NC(=O)Cn2c(=O)oc3ccccc32)n1,2,1,1.5,7,107,-6,0,0,-5,-4
CC1CC(C)C(=NNC(N)=O)C(C(O)CC2CCC(=O)NC2=O)C1 (configuration not stated),-3,4,-2.1,6,97,11,12,-6,2,5
COc1ccccc1C1CC(c2ccc(F)cc2)Nc2ncnn21 (configuration not stated),4,1,-5.3,0,103,23,-11,-2,1,4
CCC1CCCCN1C(=O)c1sc2nc(C)nc(N(CC)CC)c2c1C (configuration not stated),2,8,0.7,-1,92,-5,-2,1,-3,-5
C/C(CC(=O)Nc1cc(Cl)ccc1C)=N\NC(N)=O,5,-1,-1.6,-7,101,9,-13,0,1,1
COc1cccc(C=Cc2nccc3ccccc23)c1OC,nt,nt,nt,5,105,nt,nt,3,-22,-2
Cc1cccc(C)c1NC(=O)CSCCO,4,8,-1.3,-16,93,7,9,4,16,-9
O=S(=O)(c1ccc2c(c1)CCCN2)N1CCCC2CCCCC21 (configuration not stated),-2,-4,3.0,5,115,-14,8,3,-1,-1
Fc1ccc(CN2CCCN(Cc3nc(-c4ccc5c(c4)OCO5)no3)CC2)cc1,-4,-4,1.4,1,102,-9,-21,-2,-4,-9
CCOC(=O)c1cc(-c2ccccc2)nc2c(O)cccc12,-2,14,3.9,-5,95,-17,8,-3,-9,-20
COC(=O)c1cn(C(=O)c2ccc(C)c(C)c2)c2ccccc12,-2,19,-1.1,1,101,6,6,0,-1,2
c1ccc2c(c1)nc(N1CCOCC1)c1nncn12,3,1,-1.7,-5,nt,10,-7,0,2,6
O=C(NC1CCCCC1)NC1CCN(S(=O)(=O)Cc2ccccc2)CC1,3,-1,-1.0,-13,101,6,-13,-2,0,-7
N#Cc1ccccc1S(=O)(=O)N1CCN(C(=O)c2cc(-c3ccccc3)nn2-c2ccccc2)CC1,0,4,3.9,-3,113,-16,-1,-1,-1,5
CCOc1ccccc1C(=O)OCC(=O)Nc1cccc(S(=O)(=O)N2CCCC2)c1,-2,-13,-2.5,-11,99,10,4,0,-1,-3
O=C(CNC(=O)c1ccco1)Nc1ccc(OC(F)F)cc1,4,-2,-2.4,6,94,11,-14,-4,-3,2
COC(=O)Cn1c(N)[n+](Cc2ccccc2)c2ccccc21,5,39,-0.7,-4,101,4,11,1,-3,-2
O=C(CCNS(=O)(=O)c1ccccc1Cl)N1CCN(c2ccccn2)CC1,0,0,-2.7,-1,113,11,8,2,1,-2
Cc1ccc(C(=O)Nc2cccc3[nH]c(C(F)(F)F)nc23)cc1,8,3,-0.1,-10,127,0,-30,-1,-5,2
CC(NC(=O)[C@@H](NC(=O)[C@@H]1Cc2ccccc2CN1)C(C)C)c1ccccc1 (some centres not stated),5,-2,2.3,-3,103,-12,14,4,-6,-7
CCOC(=O)COn1c(=O)c(-c2ccccc2)[n+]([O-])c2ccccc21,4,7,-3.1,1,95,14,-15,0,1,0
COC(=O)c1ccc2ccn(CC(=O)NC3CCCCC3)c2c1,-1,-3,-0.6,-2,100,3,8,-3,-1,2
S=c1[nH]nc(-c2ccccn2)n1/N=C/c1ccc(-c2ccccc2Cl)o1,2,8,-0.9,2,98,5,-3,1,3,-11
N/C(=N\OC(=O)C(c1ccccc1)c1ccccc1)c1ccccn1,3,5,0.3,-8,108,-2,-30,-2,-3,-10
Nc1nc(Br)c2c(F)cccc2c1-c1ccc(Cl)cc1,11*,14,10,-3,101,-56,-39,-4,-9,6
Cc1cccc(N=C2NC(=O)/C(=C/c3cn(C)c4ccccc34)S2)c1,0,9,4.3,-1,87,-22,-10,5,-5,-7
Cc1cc(C)c(C#N)c(SCC(=O)N(C)C2CCCCC2)n1,-1,16,-1.9,-2,108,11,-8,-2,3,9
Cc1ccc(S(=O)(=O)N2CCC(C(=O)OCC(=O)N(CCC#N)c3ccc(F)cc3)CC2)cc1C,8,-1,0.1,-8,103,-1,-21,-2,0,-7
CN(c1cccc(NC(=O)CN2C(=O)c3ccccc3S2(=O)=O)c1)S(C)(=O)=O,4,3,-3.8,-3,nt,17,3,0,0,-4
COc1ccc2c3c([nH]c2c1)[C@H]1C[C@H]2[C@H](C[C@@H](O)[C@H](OC)[C@H]2C(=O)O)CN1CC3,4,-1,-1.4,4,112,8,-14,-1,-1,-6
CC(=O)c1ccc(O)c(CC=C(C)C)c1O,3,-6,0.5,1,105,-3,-52,0,-6,10
O=C(O)CNC(=S)N(Cc1ccccc1)Cc1ccccc1F,-4,-17,-1.5,3,99,8,10,1,-1,1
CC1CC(C)CN(CCCNC(=O)CN2C(=O)c3cccnc3Oc3ccccc32)C1 (configuration not stated),10,-1,-0.4,-12,nt,2,-6,4,-1,-14
Fc1cc2nccnc2cc1N1CCSCC1,5,1,-1.1,13,99,5,-12,0,0,10
CNC(=S)N1CCN(S(=O)(=O)c2ccc3ccccc3c2)CC1,-4,52,-1.9,-14,103,11,10,-1,0,8
O=C(COC(=O)c1ccccc1-c1nc2ccccc2s1)NC1CCS(=O)(=O)C1 (configuration not stated),2,-13,-3.3,-7,101,15,-6,3,-1,-1
CCC1(c2ccccc2)NC(=O)N(CC(=O)Nc2cc(Cl)ccc2N2CCOCC2)C1=O (configuration not stated),1,-4,-0.9,-8,101,6,11,-1,2,-5
Nc1cnc(CNc2ccccc2Cl)cn1,1,28,-2.9,6,103,16,18,3,-2,11
CS(=O)(=O)N1Cc2ccccc2CC1C(=O)OCC(=O)NCc1ccccc1 (configuration not stated),-1,14,-0.6,-8,90,3,5,-2,1,6
CN1/C(=C\C(=O)COC(=O)C2COc3ccccc3O2)C(C)(C)c2ccccc21 (configuration not stated),0,2,-0.8,0,106,5,-14,-1,-5,3
CCCc1ccc(C(=O)NNc2cccc(C)c2)cc1,-7,10,-8.8,-17,100,44*,0,2,-8,-2
COc1ccc(C(=O)NNC(=O)C(=O)/C=C(\O)c2ccc(C)cc2)cc1,2,29,-3.1,-12,96,16,-6,1,8,-9
COc1ccc(NC(=O)Oc2ccccc2)cc1Cl,3,-14,-1.3,-1,109,7,-37,2,2,-1
C#CCOC(=O)c1ccccc1C(=O)N(CC)CC,-4,30,-0.8,3,73,4,-31,-8,0,-7
CCC(C)(C)NC(=O)CN(Cc1ccc2c(c1)OCO2)C(=O)CCC(=O)Nc1cc(C)ccn1,-1,0,0.7,0,97,-4,-9,2,-1,7
Cc1ccc(C)c(Nc2ncnc3nc[nH]c23)c1,2,4,-4.1,-6,102,21,-6,-2,0,-13
O=C(CN1C(=O)CCC1=O)Nc1nc(-c2ccc(Oc3ccccc3)cc2)cs1,-1,0,-1.4,-1,122,7,6,0,-2,-1
Cc1ccc(Nc2nc3nonc3[nH]c2=O)cc1C,1,-2,0.1,3,111,-1,-3,0,13,-3
Cc1ccccc1[C@@H]1C(C#N)=C(N)S[C@H]1C(=O)c1ccccc1,2,-13,-0.8,-1,nt,4,9,2,-4,-13
COc1ccc(C(=O)NC(=S)NCc2ccccc2)cc1,0,7,5.5,1,101,-27,0,7,-3,0
CCOC(=O)C1CCN(C(=O)COC(=O)CCOc2ccc(C)cc2)CC1,1,-3,-1.4,7,97,7,9,4,-2,6
COC(=O)COc1ccccc1C(N)=O,0,13,-3.1,-5,106,14,-1,-2,-1,-13
O=C(OCc1c(F)cccc1Cl)c1cc([N+](=O)[O-])ccc1N1CCOCC1,1,23,-0.6,-4,110,3,-2,-2,-2,-6
COc1ccc(S(=O)(=O)N2CCN(C/C=C/c3ccccc3)CC2)cc1NC(C)=O,0,28,-4.2,-9,nt,17,0,2,-4,-1
CCN(CC(=O)Nc1ccc(OC)cc1)C(=O)C1CCN(C(=O)c2ccc(Cl)cc2)CC1,6,30,-0.1,0,nt,0,-16,-2,-3,-9
CC(C)(C)NC(=O)Cn1c(=O)c(=O)n(Cc2ccccc2)c2ccc(Cl)cc21,0,9,-1.4,13,97,7,10,0,0,1
Cc1nn(CCCC(=O)Nc2ccccn2)c(C)c1[N+](=O)[O-],0,4,-0.3,-9,100,1,14,-1,1,7
O=C(CCSc1ccc(Cl)cc1)N1CCN(S(=O)(=O)c2ccccc2)CC1,1,-5,-1.3,1,nt,5,2,-1,0,-1
O=C(NCc1cccnc1)C1CCC(CNS(=O)(=O)c2cccc3nsnc23)CC1 (configuration not stated),1,-1,-1.2,-5,85,6,2,2,0,4
O=C(NCCc1cccc(F)c1)C1CCN(S(=O)(=O)c2ccc(F)cc2)CC1,-1,-3,-3.4,10,96,15,4,-5,-1,3

Marked active in MOR-DOR inv ag, of those listed so far:
| SMILES | Arrestin-AP2 inh | MOR-DOR ag | PKA-R1A activ | Pemphigus Ab inh | MOR-DOR inv ag | V-ATPase pH | DAGLB inh | PKA-R2B activ |
| --- | --- | --- | --- | --- | --- | --- | --- | --- |
| CCCc1ccc(C(=O)NNc2cccc(C)c2)cc1 | 10 | -8.8 | -17 | 100 | 44* | 2 | -8 | -2 |

Additional entries:
SMILES,HTR5A ag,Arrestin-AP2 inh,MOR-DOR ag,PKA-R1A activ,Pemphigus Ab inh,MOR-DOR inv ag,HTR5A inv ctr,V-ATPase pH,DAGLB inh,PKA-R2B activ
Cc1ccc(OCC(=O)Nc2ccc(C(=O)O)cc2NC(=O)COc2ccc(C)c(C)c2)cc1C,2,-13,-3.6,-7,110,20,-23,1,5,-2
O=C(COC(=O)Cc1ccccc1[N+](=O)[O-])NNC(=O)c1ccc([N+](=O)[O-])cc1,-3,-5,-0.6,-8,nt,3,8,-3,0,-8
CCCC(=O)Nc1sc2c(c1C#N)CCCCC2,0,9,8.2,5,92,-44,1,-3,-7,-5
COCCN(C(=O)COC(=O)c1sccc1C)c1c(N)n(Cc2ccccc2)c(=O)[nH]c1=O,-1,43,-2.6,2,108,14,-25,-2,0,0
CC1(C)Cc2c(c(=S)nc(-c3ccccc3)n2CCCN2CCOCC2)CO1,-4,-6,0.1,-1,105,-1,-6,-3,0,2
CC(C)(C)c1cc(-c2ccccc2)n[nH]1,5,2,-2.0,-6,79,11,-14,1,1,-6
CCOc1cc(CNCc2ccc(C(=O)O)cc2)ccc1OC,-4,-14,-0.7,-13,110,4,11,4,1,-7
COc1cc(CNCCCN2CCOCC2)c(Br)cc1OC(C)C,2,13,2.1,-6,108,-12,12,-2,1,-4
CCOc1ccc(S(=O)(=O)NCCC(=O)NC2=NCCS2)cc1,-3,0,-1.6,-3,114,7,3,-2,-1,10
COC(=O)[C@@H]1C[C@H]1[C@@H](NC(=O)c1cc(C)on1)c1ccccc1,-3,3,-1.8,-5,113,10,7,2,1,-3

Screens: PubChem, several laboratories
